Luc counter: Counterscreen for Luciferase (Kinase-Glo TM) Inhibition. Potency, µM (titrated, usually from 38.3 µM), for inactives: top-dose activity change, negative = inhibition, usual class: inhibitors. Kinase-Glo luciferase, ATP luminescence, 8 min. AID 1379, 2008. actives 0.28% (n = 200,000). Luciferin 4-monooxygenase (Photuris pensylvanica), Q27757; further: potency means the concentration at half of the fitted maximal effect; on the % scale 0 is the no-effect control and ±100 the full control effect; nearly all actives have a fitted effect of over 60% in size
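Recombinant Kinase-Glo luciferase, 10 uM ATP (linear range), luciferin; imidazole pH 7.2 / KCl / MgCl2 / Tween / BSA buffer; 8 min RT; luminescence.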
SMN2 splice up: qHTS Assay for Enhancers of SMN2 Splice Variant Expression. Potency, µM (titrated, usually from 46.1 µM), for inactives: at the highest dose activity change, positive = activation, hits mostly activators. actives 2.8% (n = 210,000). HEK293 SMN2-luciferase splicing reporter, luminescence, 30-36 h; further: potency means the concentration at half of the fitted maximal effect; % of control where 0% means no effect; nearly all actives have a fitted effect of over 55% in size
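HEK293 cells carry an SMN2 […]–luciferase reporter in which exon 7 inclusion puts luciferase in frame. Cells were plated 10-12 h before compound addition, then incubated 30-36 h at 37C. ONE-Glo luminescence was read; sodium butyrate at 4.5 mM final served as control.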
LMNA splice mod: qHTS Assay for Modulators of Lamin A Splicing. AID 1487, 2009. Potency, µM (top dose mostly 46.1 µM), inactives show at the top dose ratio change, negative = inhibition, usual class: inhibitors. actives 0.01% (n = 200,000). HeLa LMNA splicing GFP/RFP minigene ratio, 48 h; active means well fitted inhibition curve with a large enough effect in the signal ratio, with a control signal flat, not every such curve was filed as active; inconclusive means small, poorly fitted or top-dose-only effect, or effect the other way, or a change in a side signal; the % refers to the signal ratio; further: potency means the concentration at half of the fitted maximal effect; on the % scale 0 is the no-effect control and ±100 the full control effect
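Read-out is the ratio of GFP to DsRed2 object intensity, acquired by 488 nm laser-scanning cytometry on HeLa lamin A-EGFP minigene reporter cells. Compound incubation 48 hrs at 37 °C in Opti-MEM with 2% FBS; DMSO 0.5% final.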
HTT aggregate: qHTS Multiplex Assay to Identify Dual Action Probes in a Cell Model of Huntington: Aggregate Formation (GFP); PC12 HttQ103-GFP aggregates, Acumen cytometry, 40 h; Potency, µM (doses to about 46.1 µM), without a hit: at the top dose activity change, negative = inhibition, most hits filed as inhibitors; actives 1.1% (n = 220,000); further: potency means the concentration at half of the fitted maximal effect; on the % scale 0 is the no-effect control and ±100 the full control effect; nearly all actives have a fitted effect of over 60% in size
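PC12 cells with ecdysone-inducible HTT exon1 Q103-GFP, induced by 100 nM tebufenozide, given compounds in a concentration series. GFP aggregates (1–25 um, 6 SD above background) counted in lysates by laser-scanning cytometry, 488 nm excitation.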
CBFb-RUNX1 inh: qHTS Assay for Compounds Blocking the Interaction Between CBF-beta and RUNX1 for the Treatment of Acute Myeloid Leukemia; Potency, µM (doses to about 59.8 µM), inactives show at the highest dose activity, negative = inhibition, hits mostly inhibitors; AID 1477, 2009; Runt-related transcription factor 1 (Homo sapiens) + Core-binding factor subunit beta …; 230,000 tested, under 10 active; AlphaScreen CBFb-His/RUNX1-biotin binding, biochemical; further: % of control where 0% means no effect
Target sequence (Q01196 whole entry, looked up): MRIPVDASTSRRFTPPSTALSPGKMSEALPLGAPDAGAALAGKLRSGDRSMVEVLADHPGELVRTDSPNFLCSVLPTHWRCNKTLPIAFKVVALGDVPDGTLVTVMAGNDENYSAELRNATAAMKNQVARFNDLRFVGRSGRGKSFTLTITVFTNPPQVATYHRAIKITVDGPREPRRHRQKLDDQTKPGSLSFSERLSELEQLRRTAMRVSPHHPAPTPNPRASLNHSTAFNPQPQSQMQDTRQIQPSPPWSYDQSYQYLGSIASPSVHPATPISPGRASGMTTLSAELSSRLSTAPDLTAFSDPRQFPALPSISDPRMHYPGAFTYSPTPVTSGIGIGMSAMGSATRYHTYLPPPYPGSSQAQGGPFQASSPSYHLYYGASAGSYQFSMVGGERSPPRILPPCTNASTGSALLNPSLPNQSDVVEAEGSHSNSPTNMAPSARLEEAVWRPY
Target sequence (Q13951 whole entry, looked up): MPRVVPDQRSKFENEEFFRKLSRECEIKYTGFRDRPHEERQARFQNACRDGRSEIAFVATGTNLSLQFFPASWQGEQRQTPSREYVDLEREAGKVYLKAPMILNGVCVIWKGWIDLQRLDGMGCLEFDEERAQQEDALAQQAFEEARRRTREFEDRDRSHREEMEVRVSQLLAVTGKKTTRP
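CBF-beta (His) and RUNX1 (biotin), 30 nM each; 20 min preassociation; + compound, 15 min; + beads 50 ng each (Ni, streptavidin), 90 min; RT; AlphaScreen read.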
IMPase Li inh: qHTS Assay for Identifying the Cell-Membrane Permeable IMPase Inhibitors: Potentiation with Lithium; CHO-M1 cells, IP1 TR-FRET (IP-One), carbachol + lithium; Potency, µM (top dose mostly 59.4 µM), without a hit: top-dose activity, negative = IMPase inhibition, actives largely listed as inhibitors; actives 0.35% (n = 210,000); AID 1457, 2008;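 further: IP1 builds up when IMPase is blocked and the TR-FRET signal falls; potency means the concentration at half of the fitted maximal effect; plate controls were basal vehicle for no effect and high inhibitor control for full effect; nearly all actives have a fitted effect of over 50% in size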
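IP1 accumulation measured by competitive TR-FRET in lysed CHO-M1 cells after 30 min compound exposure at 37C, with a small lithium addition to potentiate weak responses. Hill-equation AC50 from ratio and donor-channel data.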
HTT cytoprotect: qHTS Multiplex Assay to Identify Dual Action Probes in a Cell Model of Huntington: Cytoprotection (ATP); PC12 HTT-Q103 induced, cytoprotection, ATP luminescence, 40 h; Potency, µM (highest dose often 56.4 µM), inactives show cytoprotection (ATP increase), most hits filed as activators; actives 0.14% (n = 230,000); AID 1471, 2008;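 further: potency means the concentration at half of the fitted maximal effect; % of control where 0% means no effect; nearly all actives have a fitted effect of over 45% in size; toxic huntingtin expression switched on by the ecdysone agonist tebufenozide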
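Compounds added alongside 100 nM tebufenozide, which induces toxic Q103 huntingtin exon 1-GFP in stable PC12 cells; surviving cells quantified by luminescent ATP measurement. Medium: phenol red-free DMEM, 5% equine and 5% calf serum.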
Numbers without * were called inactive; ? = inconclusive; · = no result given; [ ] = dose if it differs, or a comment. Unless noted, the call rests on the fitted dose curve; in most records, active means well fitted curve in the direction sought with a large enough effect; inconclusive means small, poorly fitted or top-dose-only effect, or another doubt; inactive means no such curve, though single readings can be large; an effect the other way counts as inactive or inconclusive.

A first look (4 entries):
nr	canonical_smiles	Luc counter	SMN2 splice up	LMNA splice mod	HTT aggregate	CBFb-RUNX1 inh	IMPase Li inh	HTT cytoprotect
1	CC1(C)Cc2c(ccc3ccccc23)C(c2cc3ccccc3oc2=O)=N1	0%	?	-5%	13%	2%	2%[38.3 µM]	-28%
2	c1ccc(-c2cc3c(nn2)CCc2nonc2-3)cc1	-5%	3%	12%	-13%	-1%	6%[38.3 µM]	-4%[10 µM]
3	Cc1nn(C(=O)CNC(=O)c2ccccc2)c(C)c1C	0%	-1%	-1%[46 µM]	-10%	-2%	3%	-30%
4	COc1ccc(N=C2SC(CC(=O)Nc3ccccc3)C(=O)N2CCc2ccccn2)cc1 (centres undefined)	0%	7%	-4%	-19%	9%	13%	·

All compounds of this part, from the start:
nr	canonical_smiles	Luc counter	SMN2 splice up	LMNA splice mod	HTT aggregate	CBFb-RUNX1 inh	IMPase Li inh	HTT cytoprotect
1	CC1(C)Cc2c(ccc3ccccc23)C(c2cc3ccccc3oc2=O)=N1	0%	?	-5%	13%	2%	2%[38.3 µM]	-28%
2	c1ccc(-c2cc3c(nn2)CCc2nonc2-3)cc1	-5%	3%	12%	-13%	-1%	6%[38.3 µM]	-4%[10 µM]
3	Cc1nn(C(=O)CNC(=O)c2ccccc2)c(C)c1C	0%	-1%	-1%[46 µM]	-10%	-2%	3%	-30%
4	COc1ccc(N=C2SC(CC(=O)Nc3ccccc3)C(=O)N2CCc2ccccn2)cc1 (centres undefined)	0%	7%	-4%	-19%	9%	13%	·
5	O=C(O)Cn1cc(C(=O)c2cccs2)c2ccccc21	3%	2%	0%	-7%	6%	-27%[38.3 µM]	-7%[0.074 µM]
6	CCOC(=O)c1cnn(C(=O)c2ccccc2)c1N	-27%	-8%	-2%	-7%	12%	12%	13%[10 µM]
7	CCc1cccc(NC(=O)NC2CCCCC2)c1	-4%	?	1%	1%	2%	5%[38.3 µM]	-16%[0.074 µM]
8	CC1CCN(C(=O)c2ccc3c(c2)OCCO3)CC1	-2%	?	12%	-11%	3%	-6%[38.3 µM]	-24%[0.074 µM]
9	CCN1C(=O)CC(Sc2ccccc2C(=O)O)C1=O (centres undefined)	-2%	19%	0%	2%	0%	29%[38.3 µM]	18%
10	Cc1cc(/C=c2/sc3nc4ccccc4n3c2=O)c(C)n1-c1ccccn1	?	-84%[inhibitor]	-5%	-2%	-11%	17%[38.3 µM]	-35%
11	CC(=O)c1ccc(-n2nncc2C)cc1	3%	-4%	11%	-5%	3%	8%[38.3 µM]	-19%
12	O=C1CC(c2ccc(S(=O)(=O)NC3CC3)cc2)CN1 (centres undefined)	-4%	-6%	5%	11%	0%	2%[38.3 µM]	-5%
13	COc1cc2c(cc1OC)CN(c1nc(CN3CCCCC3)nc3sc4c(c13)CCCC4)CC2	0%	-23%	?	28µM*	-5%	10%	·
14	Cc1noc(NS(=O)(=O)c2ccc(N/C=C\C(=O)c3ccc(F)cc3)cc2)c1C	-2%	3%	·	-7%	-6%	13%	-4%[10 µM]
15	CS(=O)(=O)Nc1ccc(C2=NN(C(=O)c3ccco3)C(c3ccccc3)C2)cc1 (centres undefined)	-3%	-7%	11%	3%	11%	-6%	2%[10 µM]
16	O=C(COC(=O)c1n[nH]c(=O)c2ccccc12)c1ccc(Cl)cc1	0%	14%	11%	0%	4%	-5%[38.3 µM]	-8%
17	COC(=O)c1ccc(CSc2nnc(N)s2)cc1	1%	7%	-12%	-10%	1%	-4%[38.3 µM]	6%[10 µM]
18	CCOc1cc(CNCc2ccccn2)cc(Cl)c1OCC	0%	-3%	-16%[46 µM]	5%	-16%	1%	-2%
19	COc1ccc2[nH]c(=O)c(CN(Cc3ccc(C)cc3)Cc3nnnn3CC3CCCO3)cc2c1 (centres undefined)	0%	18%	-3%	4%	-3%	21%[38.3 µM]	-37%
20	CCOC(=O)NN1C(=O)c2ccccc2NC1c1ccccc1O (centres undefined)	5%	-6%[1.84 µM]	-1%	-3%	13%	-4%	7%[10 µM]
21	O=C(Nc1ccccc1)N1CCSc2cc(Cl)ccc21	-2%	-7%	5%	12%	-4%	-2%[38.3 µM]	8%
22	O=C(Oc1ccccc1)c1ccccc1O	·	-21%	·	·	3%[21.7 µM]	30%	?
23	N#CC1=C(N)N2C(=C(C#N)C13CCN(Cc1ccccc1)CC3)Nc1ccccc12	9%	-9%	-15%	-12%	14%	-3%	-5%[10 µM]
24	O=C(NCc1ccc(F)cc1)c1cc(S(=O)(=O)N2CCOCC2)ccc1F	10%	-13%	?	12%	-5%	-5%[38.3 µM]	-17%[10 µM]
25	Cc1nn(Cc2c(Cl)cccc2Cl)c(Cl)c1/C=N/NC(=O)c1cccnc1	1%	14%	?	-10%	14%	2%	20%[10 µM]
26	COc1cc(OC)cc(C(=O)Nc2ccc(-n3cnnn3)c(C)c2)c1	14µM*	23%	2%	-14%	-1%	-1%[38.3 µM]	-32%
27	CCOC(=O)c1ccc(N=C2SC(C(=O)NC)CC(=O)N2CCc2ccccc2)cc1 (centres undefined)	·	·	·	-13%[9.22 µM]	-1%	·	9%[10 µM]
28	CCc1ccccc1NC(=S)NCc1ccc2c(c1)OCO2	-9%	-13%	30%	11%	-5%	-23%[38.3 µM]	-1%
29	Cc1cc(N2CCN(C)CC2)nc2ccc(NC(=S)NCCN3CCc4ccccc4C3)cc12	-2%	0%	·	?	0%	11%	-5%
30	Cc1cccc(NC(=O)COc2ccccc2C)n1	-10%	·	7%	-6%	9%	8%[38.3 µM]	0%
31	CNS(=O)(=O)c1ccc(C)cc1	17%	-30%[inhibitor]	3%	-3%	-3%	5%[38.3 µM]	-4%
32	O=C(O)c1ccccc1NC(=S)NC(NC(=O)c1ccccc1[N+](=O)[O-])C(Cl)(Cl)Cl (centres undefined)	-1%	7%	?	7%	-2%	6%[38.3 µM]	13%
33	O=C(Nc1cccnc1)Nc1ccccn1	-4%	-4%	8%	18%	9%	33%[38.3 µM]	-2%
34	O=C(NCCCN1CCc2ccccc2C1)C1CCN(c2nnc(-n3cccc3)s2)CC1	3%	-37%[inhibitor]	?	-1%	-3%	-6%	-5%
35	CCOCCCNC(=O)c1cc(Sc2nnc(C)s2)nc2ccccc12	·	·	·	26%[9.22 µM]	4%	·	12%[10 µM]
36	OC1(c2ccc(OC(F)F)cc2)CSC(=Nc2cccnc2)N1C1CC1 (centres undefined)	-1%	-55%[inhibitor]	1%	?	-28%	27%[38.3 µM]	-26%
37	O=C(CN1CCN(Cc2ccc(Cl)cc2)CC1)N/N=C/c1ccncc1	1%	-9%	2%	30%	-8%	2%	-6%[10 µM]
38	CCC1C(c2ccccc2)N(C)C(c2ccccc2)CC1(O)c1ccccc1 (centres undefined)	3%	-30%[inhibitor]	?	3%[9.22 µM]	6%	16%	1%[10 µM]
39	CNc1ccccc1C(C)(C)c1cc(-c2ccc(F)cc2)no1	2%	-66%[inhibitor]	?	-12%	-10%	16%	22%[10 µM]
40	Cc1ccc(SCC(=O)NCCC2=CCCCC2)cc1	-1%	-11%	-15%	-9%	7%	16%[38.3 µM]	-1%
41	CC1=C(C(=O)OCC2CCCO2)C(c2ccncc2)C2=C(CCCC2=O)N1 (centres undefined)	5%	6%	-3%	9%	1%	-13%[38.3 µM]	11%
42	COC(C/C=C/[C@H](O)COCc1ccccc1)OC	·	·	·	?	15%	·	14%[10 µM]
43	CCN1C(=O)C(CC(=O)Nc2ccccc2)N(Cc2ccccn2)C1=S (centres undefined)	5%	-23%	·	13%	0%	-6%	2%
44	O=C(OCC(=O)N1CCCc2ccccc21)c1cccnc1Cl	·	·	-5%	0%	6%	·	4%[10 µM]
45	O=C1CC(c2ccccc2F)C2=C(COC2=O)N1 (centres undefined)	0%	23%	·	18%	22%	-8%	-17%
46	CCN1CCN(C(=O)c2cc3c(=O)n4ccccc4nc3n2Cc2ccccc2)CC1	-2%	3%	11%	11%	0%	-5%[38.3 µM]	-3%
47	C=CCn1c(=O)c2c3c(sc2n2c(Nc4ccccc4)nnc12)CCCC3	-2%	2%	11%	-16%	0%	16%[38.3 µM]	-24%
48	COc1ccc(NC(=O)Cc2coc3cc(C)ccc23)cn1	·	·	·	-5%	6%	-3%	-21%
49	CC1=CC2=NC(=O)/C(=C\c3cc(C)n(-c4ccccc4)c3C)C(=N)N2O1	-2%	2%[1.84 µM]	-14%	-10%	16%	-2%	-13%[10 µM]
50	COC(=O)C1=C(N)Oc2cc(C)n(CCCn3ccnc3)c(=O)c2C1c1ccc(Cl)cc1 (centres undefined)	-1%	-8%	0%	0%	-11%	10%[38.3 µM]	-2%

Later entries.
nr	canonical_smiles	Luc counter	SMN2 splice up	LMNA splice mod	HTT aggregate	CBFb-RUNX1 inh	IMPase Li inh	HTT cytoprotect
51	CCC(=O)Nc1nnc(C)s1	3%	12%	-2%	14%	0%	1%	12%[10 µM]
52	O=C(Nc1ccc2c(c1)nc1n2CCN(C2CCCCC2)C1)c1ccco1	·	·	·	-7%[9.22 µM]	-18%	·	11%[10 µM]
53	CC1CN=C(Nc2cccc(S(=O)(=O)N(C)C)c2)S1 (centres undefined)	·	·	·	-1%	4%	8%	-28%
54	CCc1cc(C(=O)c2ccc(OC)cc2)c(NC(=O)CN2CCCC2)s1	·	·	·	4%[9.22 µM]	-26%	·	1%[10 µM]
55	O=C(CSc1nnc(Cc2ccccc2)n1C1CCCCC1)N1CCOCC1	2%	15%	-4%	-10%	8%	2%[38.3 µM]	11%[10 µM]
